Compound activity (PubChem BioAssay)
MCF10A rereplic: A quantitative high throughput screen for small molecules that induce DNA re-replication in MCF 10a normal breast cells. MCF 10A DNA re-replication, Hoechst nuclear intensity, 48 h. Potency, µM (highest dose often 46.1 µM), for the others: top-dose activity, positive = re-replication, actives largely listed as activators. 350,000 tested, 2.9% active. AID 624296, 2012; further: potency means the concentration at half of the fitted maximal effect; % of control where 0% means no effect; nearly all actives have a fitted effect of over 50% in size
S2 tox: Viability Counterscreen for Primary qHTS for Inhibitors of ATXN expression; S2 cells (HEK-293 line with an ATXN2-luciferase reporter) viability, CellTiter-Fluor protease fluorescence, 24 h; 400,000 tested, 0.49% active; Potency, µM (highest dose often 56.7 µM), actives largely listed as cytotoxic; further: potency means the concentration at half of the fitted maximal effect; nearly all actives have a fitted effect of over 40% in size
HT1080NT lethal: qHTS for induction of synthetic lethality in tumor cells producing 2HG: qHTS for the HT-1080-NT fibrosarcoma cell line; HT-1080-NT fibrosarcoma viability, CellTiter-Glo ATP luminescence, 48 h; 360,000 tested, 1.6% active; Potency, µM (highest dose often 46.1 µM), for the others: top-dose activity, negative = less viability, usual class: cytotoxic; AID 686970, 2013;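 further: NT is the 2HG producing partner of a matched IDH1 knockdown line; potency means the concentration at half of the fitted maximal effect; 0% = DMSO-treated cells and -100% = media-only wells without cells; nearly all actives have a fitted effect of over 55% in size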
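HT-1080-NT; 750 cells/well; 5% FBS RPMI; 48 h compound, 37 degrees C; CellTiter-Glo luminescence; curve fitting and curve-class assignment.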
HT1080 IDH1KD tx: qHTS for induction of synthetic lethality in tumor cells producing 2HG: qHTS for the HT-1080-IDH1KD cell line; Potency, µM (top dose mostly 46.1 µM), without a hit: top-dose activity, negative = toxicity, actives largely listed as cytotoxic; HT-1080 IDH1 knockdown viability, ATP luminescence, 48 h; 360,000 tested, 2% active; AID 686971, 2013;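 further: potency means the concentration at half of the fitted maximal effect; 0% = DMSO wells and -100% = cell-free medium wells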
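Cytotoxicity counter-line: IDH1KD HT-1080, 48 h, CellTiter-Glo. Curves classed by r2, magnitude and activity.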
SW480 rerep: A quantitative high throughput screen for small molecules that induce DNA re-replication in SW480 colon adenocarcinoma cells. AID 624297, 2012. Potency, µM (doses to about 46.1 µM), inactives show at the top dose re-replication activation, hits mostly activators. SW480 DNA re-replication, Hoechst DNA content imaging, 48 h. 340,000 tested, 1.8% active; further: potency means the concentration at half of the fitted maximal effect; % of control where 0% means no effect; nearly all actives have a fitted effect of over 55% in size
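Hoechst fluorescence of nuclei (405 nm excitation, 500-530 nm emission) measured by plate-scanning imager after 48 hr compound exposure at 37 C; re-replication scored as increased number of nuclei with elevated intensity.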
KB-3-1 tox: qHTS assay for MDR1-selective chemotherapeutics: Primary screen using the parental adenocarcinoma cell KB-3-1. Potency, µM (highest dose often 46.1 µM), for inactives: at the highest dose activity change, negative = cytotoxic, usual class: cytotoxic. 400,000 tested, 1.4% active. KB-3-1 viability, CellTiter-Glo ATP luminescence, 72 h; further: potency means the concentration at half of the fitted maximal effect; on the % scale 0 is the no-effect control and ±100 the full control effect; nearly all actives have a fitted effect of over 60% in size
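KB-3-1 cells, DMEM (no phenol red) + 10% FBS; compound by pin transfer, 72 h, 37 °C. Readout: CellTiter-Glo luminescence after 10 min. Data normalized, curve-fitted.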
ATXN2 expr inh: Primary qHTS for Inhibitors of ATXN expression | HEK-293 ATXN2-luciferase reporter, luminescence, 24 h | Potency, µM (highest dose often 57 µM), for inactives: at the highest dose activity change, negative = inhibition, usual class: inhibitors | 360,000 tested, 0.72% active | AID 1745845, 2022; further: potency means the concentration at half of the fitted maximal effect; on the % scale 0 is the no-effect control and ±100 the full control effect; nearly all actives have a fitted effect of over 55% in size
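qHTS (up to 57 uM final) was run with 24 h compound exposure of reporter cells at 37 °C. Each well was multiplexed: SteadyGlo luminescence measured ATXN2-luciferase expression after a fluorogenic Gly-Phe-AFC viability readout (25 uM final).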
HepG2 tox: qHTS for Inhibitors of TGF-b: Cytotox Counterscreen. 410,000 tested, 0.76% active. HepG2 CAGA-GFP viability, ATP luminescence, 18 h. AID 588856, 2011. Potency, µM (top dose mostly 46.1 µM), for inactives: at the top dose activity change, negative = cytotoxicity, hits mostly cytotoxic; further: potency means the concentration at half of the fitted maximal effect; some results filed as inactive show a strong effect at the top dose
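HepG2 CAGA-GFP cells (1000/well, DMEM with 1% FBS) received compound, then TGF-beta at 500 pg/mL final, and were incubated 18 hours at 37 degrees C. Viability was read by CellTiter-Glo luminescence. Media-only wells were set as complete cell-killing and DMSO as no toxicity.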
IL-1B inflam inh: qHTS for Inhibitors of Inflammasome Signaling: IL-1-beta AlphaLISA Primary Screen | THP-1 LPS/ATP IL-1B secretion, AlphaLISA, 16 h; hits give low values | activity change, % at 57.5 µM | 360,000 tested, 4.7% active | AID 743279, 2014; in the data active means activity change below about -50%; inconclusive means mostly about -30% to -49%; further: on the % scale 0 is the no-effect control and ±100 the full control effect
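Secreted IL-1B measured by AlphaLISA bead assay after 16 h compound exposure of THP-1 cells; compounds (final up to 57.5 uM) added 1 h before LPS (250 ng/mL) and ATP (1.25 mM) stimulation; lower signal means less secretion.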
* marks the source's active call; other numbers are inactive results; i = inactive; ? = inconclusive; / = no result given; [ ] = remark or other dose. Unless noted, the call rests on the fitted dose curve; in most records, active means well fitted curve in the direction sought with a large enough effect; inconclusive means small, poorly fitted or top-dose-only effect, or another doubt; inactive means no such curve, though single readings can be large; an effect the other way counts as inactive or inconclusive.

Start of the listing, in advance, two compounds:
structure | MCF10A rereplic | S2 tox | HT1080NT lethal | HT1080 IDH1KD tx | SW480 rerep | KB-3-1 tox | ATXN2 expr inh | HepG2 tox | IL-1B inflam inh
CC(=O)Nc1cc2c3ccccc3ccc2c2ccccc12 | ? | i | 12% | 10% | 13% | 6% | -35% | -31% | 4
CCOC(=O)CNC(=O)N1CCCN(S(=O)(=O)c2ccc3c(ccn3CC)c2)CC1 | / | i | / | / | / | 14% | 3% | -1% | /

The listing, from the first entry:
structure | MCF10A rereplic | S2 tox | HT1080NT lethal | HT1080 IDH1KD tx | SW480 rerep | KB-3-1 tox | ATXN2 expr inh | HepG2 tox | IL-1B inflam inh
CC(=O)Nc1cc2c3ccccc3ccc2c2ccccc12 | ? | i | 12% | 10% | 13% | 6% | -35% | -31% | 4
CCOC(=O)CNC(=O)N1CCCN(S(=O)(=O)c2ccc3c(ccn3CC)c2)CC1 | / | i | / | / | / | 14% | 3% | -1% | /
CCC(Cc1ccccc1)NC(=O)CCS(=O)(=O)c1cc2c(cc1Cl)NC(=O)CO2 (stereo unspecified) | / | i | / | / | / | 22% | -5% | -13% | /
COc1ccc(C(=O)NCc2nnc(SCC(=O)N3CCc4ccccc43)n2C2CCCCC2)cc1 | -8% | i | 14% | 12% | 1% | 14% | 2% | -17% | 28
CCC(=O)N1CCc2cc(S(=O)(=O)N(CC)c3cccc(C)c3)ccc21 | 18% | i | -9% | -20% | -8% | -2% | -20% | -3% | -2
Cc1ccc(C(=O)CC(Nc2ccc(F)cc2)c2ccccc2)cc1 (stereo unspecified) | 7% | i | 4% | 7% | 3% | 0% | 8% | 13% | ?
COc1ccccc1NC(=S)N1CCC(C(=O)c2ccc(F)cc2)CC1 | 1% | i | 13% | 8% | -5% | 3% | -8% | 63% | -18
COc1ccc(/C=C/C(=O)c2cc(F)ccc2OC(=O)c2ccccc2C)cc1OC | 1.2µM* | ? | 1.3µM* | 3.3µM* | 1.2µM* | ? | -12% | -77% | -99*
CC(Oc1cc(F)ccc1[N+](=O)[O-])C(=O)N(C)CC(=O)Nc1ccccc1C(F)(F)F (stereo unspecified) | -21% | i | -2% | -5% | -9% | -1% | -25% | 2% | -4
NC(=O)CSc1ncc(-c2ccc([N+](=O)[O-])cc2)[nH]1 | -29% | i | -7% | -9% | -26% | 12% | 35% | 13% | 1
C[C@@H]1CN([C@@H](C)CO)C(=O)c2cc(C#Cc3cccc(F)c3)cnc2O[C@H]1CN(C)C(=O)C1CCCCC1 | / | i | -1% | -5% | / | 0% | -13% | -16% | -4
Fc1ccc(NC(=S)Nc2cccc3ccccc23)cc1F | -15% | i | -12% | 0% | -2% | -3% | 3% | -16% | 2
Cc1cc(C)c(NC(=O)CNC(=O)c2ccc3ncsc3c2)c(C)c1 | -10% | i | 6% | 0% | -4% | -1% | / | -17% | -14
c1ccc(CCNc2nc(-c3ccccn3)nc3ccccc23)cc1 | 11% | ? | -27% | ? | ? | 12µM* | ? | -11% | -101*
Cc1ccc(NC(=O)c2ncn(CC(=O)NCc3nc4ccccc4[nH]3)n2)cc1C | 1% | i | -30% | -21% | 6% | ? | 5% | -32% | -4
COc1ccc(-c2csc3nc(C(C)C)oc(=O)c23)cc1OC | 2% | i | 12% | 0% | 3% | 7% | 0% | -8% | 8
O=C(c1ccc(Cl)cc1)n1c(NCc2ccccc2)n[nH]c1=S | 3% | i | 1% | -14% | 16% | -7% | 4% | -3% | -20
C=C(C)CSc1nnc(-c2cc(OC)c(OC)c(OC)c2)n1N | 2% | i | 0% | 4% | 1% | 3% | -4% | -10% | -21
CCn1c(SCC(=O)Nc2nc(-c3ccc(C)cc3)cs2)nnc1-c1ccccc1O | 29% | i | ? | ? | 2% | ? | -15% | 4% | -51*
Cc1cc(OCc2ccc(F)cc2)nc(-c2ccccc2O)n1 | ? | i | 7% | -2% | -1% | -2% | -9% | 1% | 22

In another format: 4 of the compounds above.
CC(Oc1cc(F)ccc1[N+](=O)[O-])C(=O)N(C)CC(=O)Nc1ccccc1C(F)(F)F (stereo unspecified)
  MCF10A rereplic = -21%; S2 tox = i; HT1080NT lethal = -2%; HT1080 IDH1KD tx = -5%; SW480 rerep = -9%; KB-3-1 tox = -1%; ATXN2 expr inh = -25%; HepG2 tox = 2%; IL-1B inflam inh = -4

NC(=O)CSc1ncc(-c2ccc([N+](=O)[O-])cc2)[nH]1
  MCF10A rereplic = -29%; S2 tox = i; HT1080NT lethal = -7%; HT1080 IDH1KD tx = -9%; SW480 rerep = -26%; KB-3-1 tox = 12%; ATXN2 expr inh = 35%; HepG2 tox = 13%; IL-1B inflam inh = 1

C[C@@H]1CN([C@@H](C)CO)C(=O)c2cc(C#Cc3cccc(F)c3)cnc2O[C@H]1CN(C)C(=O)C1CCCCC1
  MCF10A rereplic = /; S2 tox = i; HT1080NT lethal = -1%; HT1080 IDH1KD tx = -5%; SW480 rerep = /; KB-3-1 tox = 0%; ATXN2 expr inh = -13%; HepG2 tox = -16%; IL-1B inflam inh = -4

Fc1ccc(NC(=S)Nc2cccc3ccccc23)cc1F
  MCF10A rereplic = -15%; S2 tox = i; HT1080NT lethal = -12%; HT1080 IDH1KD tx = 0%; SW480 rerep = -2%; KB-3-1 tox = -3%; ATXN2 expr inh = 3%; HepG2 tox = -16%; IL-1B inflam inh = 2

Next structures:
structure | MCF10A rereplic | S2 tox | HT1080NT lethal | HT1080 IDH1KD tx | SW480 rerep | KB-3-1 tox | ATXN2 expr inh | HepG2 tox | IL-1B inflam inh
CC(=O)N1c2ccccc2CCc2ccc(N)cc21 | 0% | i | 15% | 9% | -16%[9.22 µM] | 3% | -10% | -7% | -1
COc1ccc(C2(C)NC(=O)N(CC(=O)Nc3ccc4[nH]c(=O)[nH]c4c3)C2=O)cc1 (stereo unspecified) | -5% | i | -2% | 2% | ? | 1% | -4% | 13% | 12
O=C(CSc1nnc(CN2CCCCCC2=O)n1-c1ccccn1)NCC(F)(F)F | -4% | i | -3% | 3% | -5% | 0% | -10% | 2% | -2
COc1cccc(N2C(=O)C3NN=C(C(=O)CN4C(=O)c5ccccc5C4=O)C3C2=O)c1 (stereo unspecified) | -3% | i | 9% | 5% | -3% | 11% | 2% | -2% | 28
Cc1ccccc1S(=O)(=O)NC(=O)C1(C)CCN1C(=O)c1ccccc1CCc1ccccc1 (stereo unspecified) | / | i | 1% | 10% | / | 0% | 13% | -14% | -11
c1ccc(-c2nc(NCc3ccco3)c3ccccc3n2)cc1 | ? | i | 3% | -7% | 2% | ? | -11% | -67% | -27
CC(C)CC(C)c1cc(N)nc2nc3ccccc3n12 (stereo unspecified) | ? | i | -16% | -11% | 2% | -6% | -19%[11.3 µM] | -17% | 70
Cn1c(SCC(=O)N2CCc3ccccc3C2)nnc1-c1cccs1 | -2% | i | 9% | 9% | -3% | -1% | -2% | -3% | -23
CCOc1ccccc1NC(=S)N1CCN(c2cccc(OC)c2)CC1 | 14% | i | -10% | -21% | ? | ? | -3% | 0% | 46
CC1=[N+](C)N(c2ccccc2)C(=O)C1N=Cc1ccccc1Cl (stereo unspecified) | ? | i | -4% | 0% | 0% | ? | 3% | 24% | -20
Cc1occc1-c1nnc(SCC(=O)NC(=O)NC(C)C)n1N | 2% | i | -1% | 3% | 0% | 2% | 3% | -15% | 5
C=CCn1c(COc2ccc(CC)cc2)nnc1SCC(=O)NC1CCS(=O)(=O)C1 (stereo unspecified) | -2% | i | 9% | 0% | 0% | 8% | 11% | 1% | -16
Cc1ccc(-c2cc(=O)[nH]c(NCc3ccccc3)n2)cc1 | ? | i | ? | ? | ? | 0% | 18% | -18% | 4
O=C(N/N=C/c1ccc([N+](=O)[O-])o1)c1cc(-c2ccc(-c3ccccc3)cc2)nc2ccccc12 | 0.92µM* | ? | ? | ? | 1.3µM* | ? | ? | -8% | -8
CCCCC[C@@H](C)N1C[C@H](COCc2ccccc2)Oc2cc(N3CC[C@@H](N(C)C)C3)ccc2S1(=O)=O | / | 25µM* | 12µM* | 10µM* | / | ? | ? | / | -92*
O=C(NCC1CCCO1)/C(=C\c1cccc([N+](=O)[O-])c1)NC(=O)c1ccccc1 (stereo unspecified) | -1% | i | 13% | 4% | -2% | 0% | -4% | 4% | -6
CCOc1ccc(/C=N/O)cc1 | -5% | ? | 8% | 5% | 2% | 0% | ? | 3% | 9
Cc1cccc(NC(=O)c2c(C)cc(C)nc2SCC(=O)c2ccccc2)c1 | / | i | / | / | / | -12% | 1% | -21% | /
O=C(CN1CCN(C(=O)N2CCOCC2)CC1)Nc1ccc(Br)cc1 | -14% | i | 2% | 4% | -4% | 16% | -9% | -3% | 27
COC(=O)C1=C(COc2ccccc2)NC(=O)NC1c1ccc2ccccc2c1 (stereo unspecified) | ? | i | ? | ? | -4% | -26% | -25% | -20% | -12

Later entries.
structure | MCF10A rereplic | S2 tox | HT1080NT lethal | HT1080 IDH1KD tx | SW480 rerep | KB-3-1 tox | ATXN2 expr inh | HepG2 tox | IL-1B inflam inh
CCc1ccc(NC(=S)Nc2cc(OC)c(NC(=O)C(C)C)cc2OC)cc1 | 2% | i | 4% | 19% | 3% | 14% | 0% | 6% | 13
CCN(CC)C(=O)C1=C(C)N(CCCOC)C(=O)C(CC(=O)NC2CCCC2)C1 (stereo unspecified) | / | i | 8% | 16% | / | 2% | 2% | 14% | 7
Cc1cc(CSc2ccccc2)ccc1NC(=O)COc1ccccc1 | -15% | i | 6% | -13% | -5% | -2% | 4% | -21% | ?
CC(=O)Nc1ccc(C(=O)CSc2cc(C)c3cccc(C)c3n2)cc1 | ? | ? | -1% | -1% | ? | ? | -4% | 7% | 0
